# LDHA inh – inhibitors of human lactate dehydrogenase A; P00338; purified LDHA, NADH/diaphorase-resazurin fluorescence; active compounds read low; activity change, % (values are at about 110 or 230 µM); 0.15% of 480,000 active; in the data active = activity change below about -30%; inconclusive = mostly about -25% to -30%;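 also: plate controls were DMSO wells for no effect and wells without enzyme for full effect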
#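 Resorufin fluorescence (ex540/em590), read at 0 and 20 min after diaphorase/resazurin addition, reports the NADH left after a 5 min room-temperature reaction of 2 nM human LDH5 with 0.06 mM NADH and 0.2 mM pyruvate.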
# D2 ag – D2 dopamine receptor (human) agonism | P14416 | HEK293 T-REx D2 cells, calcium flux agonist mode | activation, % at 2 µM | 0.53% of 340,000 active;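 active = activation over 3 SD above normal in the single-dose calcium agonist read, cut at about 30% in these data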; also: 0% is about no effect
#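 In this primary screen, compounds producing a positive calcium signal within 180 s of addition to tetracycline-induced, force-coupled HEK293 Trex D2 cells are flagged; cells are dye-loaded with a no-wash calcium kit beforehand.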
# RGS4 inhibitor – inhibitors of human regulator of G protein signaling 4 | Transcreener GDP fluorescence polarization, RGS4-accelerated GTP hydrolysis | Potency, µM (top dose mostly 114 µM), inactives show at the highest dose activity change, negative = inhibition, most hits filed as inhibitors | P49798 | 0.039% of 390,000 active; also: potency is read from the fitted curve at half-maximal effect; % is scaled to controls: 0 for no effect and ±100 for the full control effect; nearly all actives have a fitted effect of over 75% in size; some results filed as inactive show a strong effect at the top dose
# Target sequence (P49798 whole entry, looked up): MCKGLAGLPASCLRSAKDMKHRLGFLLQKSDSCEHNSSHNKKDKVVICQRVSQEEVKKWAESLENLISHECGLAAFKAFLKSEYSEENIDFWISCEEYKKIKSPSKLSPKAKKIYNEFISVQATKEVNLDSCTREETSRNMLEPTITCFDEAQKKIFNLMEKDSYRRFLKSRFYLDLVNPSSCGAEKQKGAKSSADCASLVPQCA
#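 MLSMR compounds (23 nl, pin-transferred) preincubated 10 min at room temperature with a 500nM (2x) first reagent, then RGS4 at 900nM (2x) plus Transcreener GDP mix added; fluorescence polarization (620/688 nm) read before and after 90 min at 30 °C.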
# GRP78 ERSR act – induces the endoplasmic reticulum stress response in human glioma cells. U87-MG GRP78 promoter luciferase reporter, 16 h. Potency, µM, without a hit: at the top dose activation, most hits filed as activators. 0.02% of 420,000 active; also: potency is read from the fitted curve at half-maximal effect; series mostly up to about 76 µM; % of control where 0% means no effect; nearly all actives have a fitted effect of over 35% in size
#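 ERSR induction read as luciferase luminescence (Bright-Glo, 10 min at room temperature) in stably transfected human U87-MG glioma cells exposed to compounds for 16 h, using GRP78 as sensor.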
# Vif-APOBEC3G blk – blocks the Vif interaction with human APOBEC3G. 0.076% of 410,000 active. Q9HC16. HeLa A3G-eYFP + Vif (tagged APOBEC3G with the HIV-1 protein that degrades it), YFP fluorescence, overnight. AID 602310. Potency, µM (doses to about 46.1 µM), without a hit: top-dose activity, negative = active, usual class: inhibitors;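 also: potency is read from the fitted curve at half-maximal effect; % is scaled to controls: 0 for no effect and ±100 for the full control effect; nearly all actives have a fitted effect of over 60% in size; hits raise eYFP signal because A3G escapes Vif-driven loss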
#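 HeLa cells stably expressing Vif and C-terminally eYFP-tagged A3G, seeded overnight at 37 deg C, then exposed to compound by pintool overnight at 37 deg C. Rise in yellow fluorescence (Ex 488/Em 500-530, Acumen) marks blocked Vif-driven A3G degradation.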
# D2 antag – antagonizes the human D2 dopamine receptor | P14416 | 2% of 340,000 active | HEK293 TREx D2 cells, calcium flux, dopamine EC80 | AID 485344 | inhibition, % at 10 µM; in the data active = inhibition above about 30%; also: 0% is about no effect
#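 Tetracycline-induced HEK293 TREx cells expressing D2 receptor forced-coupled to calcium signalling, loaded with no-wash calcium dye. Compounds added and calcium flux read 180 s, then dopamine added at EC80 and read a further 180 s.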
# Vif-A3F inh – inhibitors of Vif-A3F interaction; Potency, µM (series often up to 46.1 µM), without a hit: at the highest dose activity, negative = active; AID 602313; HeLa A3F-eYFP + Vif (tagged APOBEC3F with the HIV-1 protein that degrades it), YFP fluorescence increase; 0.2% of 390,000 active; also: potency is read from the fitted curve at half-maximal effect; % of control where 0% means no effect; nearly all actives have a fitted effect of over 65% in size
#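 Fluorescence increase (Ex 488/Em 500-530) after overnight compound treatment at 37 deg C flags inhibition of Vif-driven A3F-eYFP loss in stable HeLa A3F-eYFP/Vif cells seeded overnight beforehand.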
# ERG Ets-DNA blk – ERG Ets/DNA interaction inhibition; Potency, µM (doses to about 76.9 µM), inactives show at the top dose FP activity, negative = inhibition, usual class: inhibitors; fluorescence polarization, His-ERG Ets domain / labelled DNA; 0.028% of 370,000 active; P11308; active = well fitted inhibition curve with a large enough effect in the polarisation, with a control signal flat; inconclusive = small, poorly fitted or top-dose-only effect, or effect the other way, or a change in a side signal; inactive = no such curve, though single readings can be large or run the other way; the % refers to the polarisation;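 also: polarization taken with two DNA probes labelled with fluorescein and Texas red; potency is read from the fitted curve at half-maximal effect; % of control where 0% means no effect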
#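 His-tagged ERG Ets domain (1 uM in the protein solution; 300mM KCl, 50mM Tris-HCl, 1mM EDTA, 1mM DTT, pH 7.5) received compound, then a probe mix of 5 nM fluorescein-DNA and 100nM Texas-615-DNA. Fluorescence polarization was read for both dyes.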
# ALOX12 inh – ALOX12 (human) lipoxygenase inhibition | P18054 | purified 12hLO, xylenol orange hydroperoxide absorbance | Potency, µM (doses to about 108 µM), for the others: at the highest dose activity change, negative = inhibition, actives largely listed as inhibitors | 1.1% of 580,000 active | AID 1671190; also: potency is read from the fitted curve at half-maximal effect; % is scaled to controls: 0 for no effect and ±100 for the full control effect
# Target sequence (P18054 whole entry, looked up): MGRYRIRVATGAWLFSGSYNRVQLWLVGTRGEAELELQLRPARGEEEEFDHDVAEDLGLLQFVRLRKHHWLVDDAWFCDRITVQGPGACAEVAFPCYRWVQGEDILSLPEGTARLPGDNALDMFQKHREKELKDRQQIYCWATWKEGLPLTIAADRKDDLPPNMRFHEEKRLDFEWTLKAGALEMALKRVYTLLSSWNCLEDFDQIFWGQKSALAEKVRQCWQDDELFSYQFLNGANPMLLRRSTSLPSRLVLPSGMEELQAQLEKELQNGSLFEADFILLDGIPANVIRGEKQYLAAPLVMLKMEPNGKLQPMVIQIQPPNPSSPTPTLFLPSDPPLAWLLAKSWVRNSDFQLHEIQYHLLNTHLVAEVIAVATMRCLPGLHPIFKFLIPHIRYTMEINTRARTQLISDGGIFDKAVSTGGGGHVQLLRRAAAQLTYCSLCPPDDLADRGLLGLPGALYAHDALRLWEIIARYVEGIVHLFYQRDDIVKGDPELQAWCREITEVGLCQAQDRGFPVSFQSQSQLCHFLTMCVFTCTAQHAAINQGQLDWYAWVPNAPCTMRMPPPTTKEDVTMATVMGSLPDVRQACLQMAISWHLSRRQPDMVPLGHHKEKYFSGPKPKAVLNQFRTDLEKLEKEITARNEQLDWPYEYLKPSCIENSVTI
#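 Purified human 12hLO (150 nM final) in 25 mM Hepes, 0.01% Triton X-100, pH 7.0 was preincubated 15 min at room temperature with compound. Then 40 uM arachidonic acid was added, 30 min. Hydroperoxide was read by Fe-XO absorbance ratio 573/405 nm.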
# An asterisk follows results filed as active; ? = inconclusive; . = not tested or not shown; & = joins results of further samples; [ ] = remark or other dose. Unless noted, calls follow the shape of the dose curve; as a rule, active = well fitted curve in the direction sought with a large enough effect; inconclusive = small, poorly fitted or top-dose-only effect, or another doubt; inactive = no such curve, though single readings can be large; an effect the other way counts as inactive or inconclusive. The list is partial; count on the stated rates, not on these rows.
SMILES,LDHA inh,D2 ag,RGS4 inhibitor,GRP78 ERSR act,Vif-APOBEC3G blk,D2 antag,Vif-A3F inh,ERG Ets-DNA blk,ALOX12 inh
CN1CCN(C(=O)c2ccccc2NC(=O)c2ccccc2)CC1,-3,-1.4,3%,-5%,0%,6,0%,-18%,0%
O=C(c1ccco1)N1CCN(S(=O)(=O)c2c(Cl)cccc2Cl)CC1,2,1.6,12%,-2%,-1%,-8,-5%,8%,7%
COc1ccc(NC(=O)COC(=O)c2cc(Cl)ccc2O)cc1S(=O)(=O)N1CCCCC1,-5,0.6,-34%,-5%,0%,-5,2%,21%,351%[activator]
Clc1ccc(-c2nn3cnnc3s2)c(Cl)c1,-6,.,-40%,-6%,-5%,.,-6%,-5%,7%
COCCn1c(SCC(=O)Nc2ccc(OC)c(S(N)(=O)=O)c2)nc2ccccc21,-2,-0.5,7%[56.9 µM],4%,3%,-3,3%,-4%,3%
O=C(CSc1nc(=O)n(CCCN2CCOCC2)c2c1CCC2)Nc1ccc([N+](=O)[O-])cc1,-3,0.4,-17%,-4%,3%,-13,-12%,-12%,7%
COc1ccc(N(CC(=O)N2CCN(Cc3ccccc3)CC2)S(C)(=O)=O)cc1OC,-5,1.0,7%,-4%,2%,6,-1%,-3%,7%
C/C(=N\Nc1ccc([N+](=O)[O-])cc1)c1ccc(-n2nncc2C(C)(C)C)cc1,-1,0.4,-11%,-2%,1%,-5,2%,-2%,-15%
COc1ccc(-c2nn(-c3ccccc3)cc2CN(C)CCn2ccnc2C)c(F)c1,-1,0.9,1%,-1%,4%,2,-12%,-2%,5%
COc1ccc(C(=O)n2cnnc2N)cc1,-5,0.4,20%,-4%,0%,10,-1%,-6%,0%
CSc1nc(NCc2ccco2)c2ccccc2n1,-3,0.6,-3%[11.4 µM],-1%,-14%,31*,-10%,11%,-7%
CCc1ccc(C(=O)Nc2nc(C)cs2)s1,0,0.1,-17%,-13%,-12%,28,0%,0%,-21%
COc1ccc(/C=c2\s/c(=C/C(=O)c3ccc(C)cc3)[nH]c2=O)cc1OC,2,19,-3%,-3%,-8%,-15,?,-2%,6%
CCOC(=O)[C@@H]1CSCCS(=O)(=O)N1,-2,.,8%,-1%,0%,.,-2%,1%,1%
CCCc1nc(NCc2ccncc2)c2nnn(Cc3ccccc3F)c2n1,-1,-0.8,-30%,-8%,1%,-15,-4%,5%,-2%
CCn1nc(C)c(C2C(C#N)=C(N)Oc3n[nH]c(C)c32)c1C (centres undefined),1,2.8,4%,-4%,-3%,-4,-11%,-1%,10%
CCOc1ccccc1-n1c(SCC(=O)N(C(C)C)C(C)C)nnc1-c1cccnc1,-2,0.1,12%,-5%,-3%,12,-8%,-1%,-16%
COc1ccc(NC(C)=O)cc1NC(=O)CSc1nnc(-c2cccnc2)n1C,-17,-0.6,-9%,0%,0%,6,-7%,-2%,0%
CCn1ncc(N2CCOCC2)c(Cl)c1=O,-9,0.1,26%,-6%,-1%,7,0%,11%,0%
O=C(NN=Cc1ccccc1O)c1cccc([N+](=O)[O-])c1,-14,.,-26%,-1%,-2%,.,?,11%,-13%

# Nine entries from above, set out differently.
smiles	LDHA inh	D2 ag	RGS4 inhibitor	GRP78 ERSR act	Vif-APOBEC3G blk	D2 antag	Vif-A3F inh	ERG Ets-DNA blk	ALOX12 inh
CCc1ccc(C(=O)Nc2nc(C)cs2)s1	0	0.1	-17%	-13%	-12%	28	0%	0%	-21%
COc1ccc(/C=c2\s/c(=C/C(=O)c3ccc(C)cc3)[nH]c2=O)cc1OC	2	19	-3%	-3%	-8%	-15	?	-2%	6%
CCOC(=O)[C@@H]1CSCCS(=O)(=O)N1	-2	.	8%	-1%	0%	.	-2%	1%	1%
CCCc1nc(NCc2ccncc2)c2nnn(Cc3ccccc3F)c2n1	-1	-0.8	-30%	-8%	1%	-15	-4%	5%	-2%
CCn1nc(C)c(C2C(C#N)=C(N)Oc3n[nH]c(C)c32)c1C (centres undefined)	1	2.8	4%	-4%	-3%	-4	-11%	-1%	10%
CCOc1ccccc1-n1c(SCC(=O)N(C(C)C)C(C)C)nnc1-c1cccnc1	-2	0.1	12%	-5%	-3%	12	-8%	-1%	-16%
COc1ccc(NC(C)=O)cc1NC(=O)CSc1nnc(-c2cccnc2)n1C	-17	-0.6	-9%	0%	0%	6	-7%	-2%	0%
CCn1ncc(N2CCOCC2)c(Cl)c1=O	-9	0.1	26%	-6%	-1%	7	0%	11%	0%
O=C(NN=Cc1ccccc1O)c1cccc([N+](=O)[O-])c1	-14	.	-26%	-1%	-2%	.	?	11%	-13%

# The results go on.
SMILES,LDHA inh,D2 ag,RGS4 inhibitor,GRP78 ERSR act,Vif-APOBEC3G blk,D2 antag,Vif-A3F inh,ERG Ets-DNA blk,ALOX12 inh
Cc1cc(C)n(C(=O)c2cccc(S(=O)(=O)N3CCCC3)c2)n1,-4,-0.2,-8%,-3%,0%,-13,-3%,10%,-5%
COC(=O)CCCC1=CC2=CC(=O)C(C)(OC(=O)c3cccs3)C(=O)C2=CN1CC1CC1 (centres undefined),-2,0.0,-11%,-4%,-10%,-8,0%,-22%,-12%
O=C(COC(=O)/C=C/c1ccccc1Cl)NC1CC1,-10,.,.,-5%,2%,.,-10%,.,-3%
CC12CN3CC(C)(CN(C1)C3c1ccc(Cl)cc1)C2 (centres undefined),-4,0.8,-9%,-4%,1%,0,7%,-7%,132%[activator]
O=C(Nc1ccccc1)Nc1ccc(Oc2ncnc3cc(Cl)ccc23)nc1,-9,.,-8%,-2%,2%,.,0%,3%,.
COc1ccc(S(=O)(=O)Nc2ccncc2)c(C)c1C,-1,-0.6,2%,-1%,-2%,-9,3%,19%,6%
CCCn1c(=O)c(C(=O)NNS(=O)(=O)c2ccc(NC(=O)OC)cc2)c(O)c2ccccc21,-12,5.9,-49%,-1%,-1%,-7,4%,-2%,-1%
COc1ccc(N2CC(C(=O)Nc3ccc(N4CCOCC4)cc3)CC2=O)cc1 (centres undefined),6,.,23%[56.9 µM],-2%,-3%,.,-2%,1%,-30%
CCOc1ccc(Br)cc1S(=O)(=O)Nc1ccc(C(=O)OCC(=O)Nc2ccc(C#N)cc2)cc1,-5,2.3,20%,-3%,1%,2,-3%,27%,-8%
CCc1ccc(NC(=O)C(C)Sc2nnc(CN3CCCC3)o2)cc1 (centres undefined),1,-0.6,-3%,-4%,-4%,-15,2%,-11%,30%[activator]
CCOCCCNC(=O)C(Cc1ccccc1)NC(=O)c1ccco1 (centres undefined),-4,0.1,-3%,-4%,1%,-7,6%,-6%,-29%
CC1CN(c2oc(-c3ccco3)nc2C#N)CC(C)O1 (centres undefined),3,0.6,-12%,-4%,-7%,1,-6%,2%,52%[activator]
CCc1c(C)nc(SCC(=O)NNC(=O)Cc2ccc(OC)cc2)[nH]c1=O,1,-1.0,-18%,-5%,0%,-16,-15%,4%,9%
O=C(O)Cn1nnnc1-c1ccc(F)cc1,3,1.9,-5%,-4%,0%,-22,0%,-1%,?
O=S(=O)(c1ccc(Br)cc1)N1CCN=C1SCc1cccc(F)c1,0,0.5,-35%,-4%,1%,-3,3%,-1%,466%[activator]
Cc1cccc2nc(-c3cccc(NC(=O)c4ccc(Cl)cc4)c3)cn12,-4,-0.7,?,-6%,1%,-15,-2%,17%,1%
Cc1nn(-c2ccccc2)c(C)c1NC(=O)COC(=O)Cc1cccc(C(F)(F)F)c1,-1,-0.8,-13%,-3%,0%,5,-15%,-7%,0%
Cc1nc2c(-c3ccc(F)cc3)c(C)[nH]n2c(=O)c1Cl,1,.,-3%,-2%,-7%,.,-2%,12%,14%
O=c1[nH]c(Cc2ccccc2Cl)nc2ccccc12,-9,-0.5,14%,3%,3%,0,15%,5%,-1%
COc1ccc(CNC(=O)Cn2ccc3cc(S(=O)(=O)N4CCCCCC4)ccc32)c(OC)c1,-6,-0.4,-17%,-4%,-2%,.,1%,9%,-10%
O=C(CN1C(=O)NC(c2ccccc2)(c2ccccc2)C1=O)NCCNCCO,0,0.0,8%,-4%,-2%,8,?,3%,-6%
CCCSc1nsc(SCCC)c1C#N,0,-2.3,-12%,11%,-1%,-13,-6%,-5%,0%
CCOc1ccc(C)cc1S(=O)(=O)n1nc(C)cc1C,-3,-0.3,-3%,-2%,14%,1,12%,5%,0%
O=C(COC(=O)C1CC(O)CN1S(=O)(=O)c1ccc(Cl)cc1)c1cccc(Cl)c1 (centres undefined),-4,-0.5,-3%,-5%,2%,-6,-3%,2%,?
CCc1nc(SCC(=O)c2c[nH]c3ccccc23)n[nH]1,5&-5,-0.4,-4%,0%,-6%,9,-11%,-2%[15.4 µM],-26%&-46%
c1ccc(CSc2nnc(-c3c[nH]c4ccccc34)o2)cc1,-1&-3,-0.4,?,8%,0%,25,-14%,2%,-27%&23%
CCSc1ncc(Cl)c(C(=O)N(Cc2ccccc2)c2ccc(OC)cc2)n1,-2,.,5%,.,.,.,.,4%,-3%

# 2 compounds picked at random from those above, as already listed:
SMILES,LDHA inh,D2 ag,RGS4 inhibitor,GRP78 ERSR act,Vif-APOBEC3G blk,D2 antag,Vif-A3F inh,ERG Ets-DNA blk,ALOX12 inh
c1ccc(CSc2nnc(-c3c[nH]c4ccccc34)o2)cc1,-1&-3,-0.4,?,8%,0%,25,-14%,2%,-27%&23%
CCSc1ncc(Cl)c(C(=O)N(Cc2ccccc2)c2ccc(OC)cc2)n1,-2,.,5%,.,.,.,.,4%,-3%

# Screening data from PubChem BioAssay.
